Screening results: PubChem, National Center for Advancing Translational Sciences (NCATS)
IDH1 R132H inh: qHTS for Inhibitors of mutant isocitrate dehydrogenase 1 (IDH1): qHTS | Isocitrate dehydrogenase [NADP] cytoplasmic (Homo sapiens), O75874 | IDH1-R132H enzyme, NADPH consumption, diaphorase/resazurin fluorescence | Potency, µM (doses to about 76.6 µM), for the others: at the top dose activity change, negative = inhibition, usual class: inhibitors | 390,000 tested, 0.093% active | AID 602179, 2012; note: potency is the fitted concentration of half-maximal effect; % is set by controls: 0 for no effect and ±100 for the full control effect; nearly all actives have a fitted effect of over 65% in size
Target sequence (O75874 whole entry R132H, stated change not applied): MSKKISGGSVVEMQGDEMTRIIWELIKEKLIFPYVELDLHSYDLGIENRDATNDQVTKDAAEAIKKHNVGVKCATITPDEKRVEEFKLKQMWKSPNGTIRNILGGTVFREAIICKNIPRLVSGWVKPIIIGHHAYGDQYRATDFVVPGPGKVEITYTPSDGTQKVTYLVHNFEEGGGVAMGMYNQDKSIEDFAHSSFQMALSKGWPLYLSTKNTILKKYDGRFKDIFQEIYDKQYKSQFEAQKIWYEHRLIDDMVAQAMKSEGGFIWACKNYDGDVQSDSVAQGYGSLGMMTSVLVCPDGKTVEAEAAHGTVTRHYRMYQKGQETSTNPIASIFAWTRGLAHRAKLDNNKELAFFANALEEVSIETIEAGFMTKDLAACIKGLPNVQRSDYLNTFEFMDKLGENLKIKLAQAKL
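IDH1-R132H (0.5 ug/mL) preincubated 30 min with compound, then NADPH (0.016 mM) and alpha-KG (2 mM) added; 80 min at RT, pH 7.5. Remaining NADPH coupled via diaphorase/resazurin to fluorescence (540/590 nm); concentration-response curves normalized to no-enzyme control.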
USP1 inh: Inhibitors of USP1/UAF1: Primary Screen; Ubiquitin carboxyl-terminal hydrolase 1 (Homo sapiens), O94782; recombinant USP1/UAF1, Ub-Rhodamine cleavage fluorescence; Potency, µM (series often up to 57.1 µM), for the others: at the top dose activity change, negative = inhibition, most hits filed as inhibitors; 390,000 tested, 0.23% active; note: potency is the fitted concentration of half-maximal effect; % is set by controls: 0 for no effect and ±100 for the full control effect; nearly all actives have a fitted effect of over 60% in size; inactives centre near -12
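High-throughput fluorogenic screen: 1nM USP1/UAF1 complex, Ub-Rho substrate 150nM final, 50mM HEPES pH 7.8 with 0.5mM EDTA, 0.1 mg/ml BSA, 1mM TCEP and 0.01% Tween-20.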
RGS4 inh: Inhibitors of Regulator of G Protein Signaling (RGS) 4: qHTS; AID 504845, 2011; Regulator of G-protein signaling 4 (Homo sapiens), P49798; Transcreener GDP fluorescence polarization, RGS4-accelerated GTP hydrolysis; 390,000 tested, 0.039% active; Potency, µM (highest dose often 114 µM), for the others: at the highest dose activity change, negative = inhibition, usual class: inhibitors; note: potency is the fitted concentration of half-maximal effect; % is set by controls: 0 for no effect and ±100 for the full control effect; nearly all actives have a fitted effect of over 75% in size; some results filed as inactive show a strong effect at the top dose
Target sequence (P49798 whole entry, looked up): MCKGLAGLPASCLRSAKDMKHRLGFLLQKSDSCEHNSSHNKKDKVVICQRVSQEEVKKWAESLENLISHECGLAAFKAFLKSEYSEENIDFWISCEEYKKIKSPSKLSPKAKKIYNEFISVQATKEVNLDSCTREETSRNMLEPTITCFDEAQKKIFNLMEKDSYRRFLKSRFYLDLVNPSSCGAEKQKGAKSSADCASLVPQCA
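MLSMR compounds (23 nl, pin-transferred) preincubated 10 min at room temperature with a 500nM (2x) first reagent, then RGS4 at 900nM (2x) plus Transcreener GDP mix added; fluorescence polarization (620/688 nm) read before and after 90 min at 30 °C.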
LDHA block: qHTS assay for inhibitors of human lactate dehydrogenase | L-lactate dehydrogenase A chain (Homo sapiens), P00338 | purified LDHA, NADH/diaphorase-resazurin fluorescence; active compounds read low | activity change, % (values are at about 110 or 230 µM) | 480,000 tested, 0.15% active | AID 1347041, 2019; in the data active = activity change below about -30%;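 note: plate controls were DMSO wells for no effect and wells without enzyme for full effect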
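Human LDH5 (2 nM) was incubated with 0.06 mM NADH and 0.2 mM pyruvate for 5 min at room temperature in Tris pH 7.4. Remaining NADH was coupled through diaphorase/resazurin, and resorufin fluorescence was read at 0 and 20 min.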
Vif-A3F inh: qHTS for Inhibitors of Vif-A3F Interactions: qHTS; HeLa A3F-eYFP + Vif (tagged APOBEC3F with the HIV-1 protein that degrades it), YFP fluorescence increase; 390,000 tested, 0.2% active; Potency, µM (highest dose often 46.1 µM), for inactives: at the top dose activity, negative = active; AID 602313, 2012; note: potency is the fitted concentration of half-maximal effect; % of control where 0% means no effect; nearly all actives have a fitted effect of over 65% in size
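HeLa cells stably expressing A3F-eYFP plus Vif, plated and incubated overnight at 37 deg C, then exposed to compounds overnight at 37 deg C. Blocked degradation read as raised yellow fluorescence (Ex 488/Em 500-530).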
GRP78 ERSR act: qHTS for Inducers of the Endoplasmic Reticulum Stress Response (ERSR) in Human Glioma: qHTS | Potency, µM, inactives show at the highest dose activation, most hits filed as activators | 420,000 tested, 0.02% active | U87-MG GRP78 promoter luciferase reporter, 16 h; note: potency is the fitted concentration of half-maximal effect; series mostly up to about 76 µM; % of control where 0% means no effect; nearly all actives have a fitted effect of over 35% in size
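ERSR induction read as luciferase luminescence (Bright-Glo, 10 min at room temperature) in stably transfected human U87-MG glioma cells exposed to compounds for 16 h, using GRP78 as sensor.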
Vif-A3G inh: qHTS for Inhibitors of Vif-A3G Interactions: qHTS; DNA dC->dU-editing enzyme APOBEC-3G (Homo sapiens), Q9HC16; HeLa A3G-eYFP + Vif (tagged APOBEC3G with the HIV-1 protein that degrades it), YFP fluorescence, overnight; Potency, µM (titrated, usually from 46.1 µM), for the others: at the highest dose activity, negative = active, usual class: inhibitors; 410,000 tested, 0.076% active; AID 602310, 2012;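 note: potency is the fitted concentration of half-maximal effect; % is set by controls: 0 for no effect and ±100 for the full control effect; nearly all actives have a fitted effect of over 60% in size; hits raise eYFP signal because A3G escapes Vif-driven loss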
Target sequence (Q9HC16 whole entry, looked up): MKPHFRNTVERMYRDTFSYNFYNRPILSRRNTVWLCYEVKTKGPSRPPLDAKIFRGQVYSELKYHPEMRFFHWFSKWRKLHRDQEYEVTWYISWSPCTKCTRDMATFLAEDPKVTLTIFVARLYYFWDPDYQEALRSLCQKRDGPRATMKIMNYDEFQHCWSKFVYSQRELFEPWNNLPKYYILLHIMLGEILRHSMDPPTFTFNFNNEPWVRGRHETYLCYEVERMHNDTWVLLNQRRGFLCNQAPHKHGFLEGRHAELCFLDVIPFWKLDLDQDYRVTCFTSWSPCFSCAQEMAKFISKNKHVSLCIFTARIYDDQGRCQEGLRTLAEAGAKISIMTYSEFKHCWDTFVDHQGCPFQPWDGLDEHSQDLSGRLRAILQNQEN
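HeLa cells stably expressing Vif and C-terminally eYFP-tagged A3G, seeded overnight at 37 deg C, then exposed to compound by pintool overnight at 37 deg C. Rise in yellow fluorescence (Ex 488/Em 500-530, Acumen) marks blocked Vif-driven A3G degradation.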
rTrxR1 inhibitor: qHTS Assay for Inhibitors of Mammalian Selenoprotein Thioredoxin Reductase 1 (TrxR1): qHTS; recombinant rTrxR1, NADPH fluorescence consumption, selenite substrate; AID 588453, 2011; 390,000 tested, 1% active; Potency, µM (titrated, usually from 114 µM), inactives show at the highest dose activity change, negative = inhibition, usual class: inhibitors; note: potency is the fitted concentration of half-maximal effect; % is set by controls: 0 for no effect and ±100 for the full control effect; nearly all actives have a fitted effect of over 65% in size
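Rat TrxR1 (90 nM in the dispensed reagent) was pre-reduced with 400 uM NADPH for 5 min at room temperature, then incubated with compound for 15 min. After 400 uM selenite was added, NADPH fluorescence (Ex 340/Em 450 nm) was followed for 8 min.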
TrxR1 substrate: qHTS Assay for Substrates of Mammalian Selenoprotein Thioredoxin Reductase 1 (TrxR1): qHTS; purified TrxR1 substrate turnover, NADPH consumption readout; Potency, µM (titrated, usually from 114 µM), for the others: at the highest dose activity change, negative = substrate turnover; Thioredoxin reductase 1, cytoplasmic (Rattus norvegicus), O89049; 390,000 tested, 0.01% active; note: potency is the fitted concentration of half-maximal effect; % is set by controls: 0 for no effect and ±100 for the full control effect; nearly all actives have a fitted effect of over 50% in size
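Rat TrxR1, dispensed at 90 nM, was prereduced with 400 uM NADPH (final) for 5 min at ~22 deg C, then incubated with compound 15 min before 400 uM selenite. A first-read NADPH fluorescence drop versus no-compound background flagged substrates.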
Numbers without * were called inactive; [ ] = remark or other dose. Unless noted, calls come from the whole dose curve; as a rule, active = well fitted curve in the direction sought with a large enough effect; inconclusive = small, poorly fitted or top-dose-only effect, or another doubt; inactive = no such curve, though single readings can be large; an effect the other way counts as inactive or inconclusive. The list is partial. The share of hits here may be higher or lower than overall.

Start of the listing, in advance:
Results for CC1(C)CC(=O)C=C(c2cccc3c2oc2ccccc23)C1 ?
IDH1 R132H inh: 16.9%; USP1 inh: -18.0%; RGS4 inh: 20.4%; LDHA block: -4.4; Vif-A3F inh: -5.8%; GRP78 ERSR act: 0.0%; Vif-A3G inh: 7.2%; rTrxR1 inhibitor: 4.5%[57.1 µM]; TrxR1 substrate: -5.4%

Results for COc1ccc(C2C(C#N)=C(N)Oc3c2oc(CO)cc3=O)cc1 (stereo not given) ?
IDH1 R132H inh: -2.9%; USP1 inh: -12.4%; RGS4 inh: 2.3%[11.4 µM]; LDHA block: -1.8; Vif-A3F inh: 1.7%; GRP78 ERSR act: 3.7%; Vif-A3G inh: -4.7%; rTrxR1 inhibitor: 23.3%; TrxR1 substrate: -1.2%

All compounds of this part, from the first entry:
Results for CC1(C)CC(=O)C=C(c2cccc3c2oc2ccccc23)C1 ?
IDH1 R132H inh: 16.9%; USP1 inh: -18.0%; RGS4 inh: 20.4%; LDHA block: -4.4; Vif-A3F inh: -5.8%; GRP78 ERSR act: 0.0%; Vif-A3G inh: 7.2%; rTrxR1 inhibitor: 4.5%[57.1 µM]; TrxR1 substrate: -5.4%

Results for COc1ccc(C2C(C#N)=C(N)Oc3c2oc(CO)cc3=O)cc1 (stereo not given) ?
IDH1 R132H inh: -2.9%; USP1 inh: -12.4%; RGS4 inh: 2.3%[11.4 µM]; LDHA block: -1.8; Vif-A3F inh: 1.7%; GRP78 ERSR act: 3.7%; Vif-A3G inh: -4.7%; rTrxR1 inhibitor: 23.3%; TrxR1 substrate: -1.2%

How did CCOc1ccc(N(C)S(=O)(=O)c2csc(C(N)=O)c2)cc1 do in these assays?
IDH1 R132H inh: 11.5%; USP1 inh: -20.8%; RGS4 inh: -15.7%; LDHA block: 2.7; Vif-A3F inh: -2.8%; GRP78 ERSR act: -6.5%; Vif-A3G inh: -0.2%; rTrxR1 inhibitor: 12.2%; TrxR1 substrate: 5.5%

Results for COc1ccc(CCNC(=O)CCS(=O)(=O)c2ccc3c(c2)CCN3C(C)=O)cc1OC ?
IDH1 R132H inh: -8.3%; USP1 inh: -9.8%; RGS4 inh: -30.5%; LDHA block: -2.6; Vif-A3F inh: -2.0%; GRP78 ERSR act: -0.7%; Vif-A3G inh: -0.2%; rTrxR1 inhibitor: 3.3%; TrxR1 substrate: -1.2%

How did COc1ccc(C2NC(=O)N(C)C3=C2C(=O)N(c2cccc(Cl)c2)C3)cc1 (stereo not given) do in these assays?
IDH1 R132H inh: 32.1%; USP1 inh: -13.2%; RGS4 inh: 14.1%; LDHA block: -4.0; Vif-A3F inh: 4.3%; GRP78 ERSR act: 1.6%; Vif-A3G inh: -5.8%; rTrxR1 inhibitor: 4.4%; TrxR1 substrate: 7.2%

What do the screens show for `COc1ccc(S(=O)(=O)N2CCCCC2)cc1NC(=O)CSc1nnc(C2CC2)n1C`?
IDH1 R132H inh: -17.2%; USP1 inh: -6.5%; RGS4 inh: 4.9%; LDHA block: -0.7; Vif-A3F inh: -11.3%; GRP78 ERSR act: -0.9%; Vif-A3G inh: 1.0%; rTrxR1 inhibitor: 17.5%; TrxR1 substrate: -1.6%

How did CC(C)CC(=O)NC(=S)Nc1ccc(N2CCOCC2)cc1 do in these assays?
IDH1 R132H inh: 4.5%; USP1 inh: -18.7%; RGS4 inh: -25.9%; LDHA block: 0.2; Vif-A3F inh: -8.8%; GRP78 ERSR act: 1.3%; Vif-A3G inh: 2.2%; rTrxR1 inhibitor: -20.3%; TrxR1 substrate: 0.9%

Results for Cn1c(=O)oc2cc(S(=O)(=O)NC(Cc3ccccc3)C(=O)N3CCCCC3)ccc21 (stereo not given) ?
IDH1 R132H inh: 10.1%; USP1 inh: -23.1%; RGS4 inh: -9.9%; LDHA block: -0.8; Vif-A3F inh: 4.3%; GRP78 ERSR act: -5.1%; Vif-A3G inh: 0.0%; rTrxR1 inhibitor: 12.4%; TrxR1 substrate: 4.9%

What do the screens show for `Cc1ccccc1Cn1cc(NC(=O)c2cc(-c3ccc(Cl)cc3)on2)cn1`?
IDH1 R132H inh: 0.0%; USP1 inh: -26.9%; RGS4 inh: 12.2%; LDHA block: 2.4; Vif-A3F inh: 0.0%; GRP78 ERSR act: -1.6%; Vif-A3G inh: -1.3%; rTrxR1 inhibitor: 13.6%; TrxR1 substrate: 8.5%

How did COc1cccc(/C=C/c2onc(C)c2S(=O)(=O)N2CCC(C(=O)NC3CCCCCC3)CC2)c1 do in these assays?
IDH1 R132H inh: 4.2%; USP1 inh: -10.5%; RGS4 inh: 11.6%; LDHA block: -1.9; Vif-A3F inh: -2.8%; GRP78 ERSR act: -3.2%; Vif-A3G inh: -0.7%; rTrxR1 inhibitor: 28.4%; TrxR1 substrate: 13.5%

How did Cn1c(N2CCOCC2)c(/C=N/OC(=O)c2cccnc2Cl)c2ccccc21 do in these assays?
IDH1 R132H inh: 14.8%; USP1 inh: -1.8%; RGS4 inh: -12.3%; LDHA block: -3.9; Vif-A3F inh: 3.7%; GRP78 ERSR act: -2.3%; Vif-A3G inh: -0.9%; rTrxR1 inhibitor: 16.5%[57.1 µM]; TrxR1 substrate: 4.8%[57.1 µM]

Results for CCC1(c2ccccc2)NC(=O)N(CC(=O)Nc2ccc(S(=O)(=O)NC3=NCCCCC3)cc2)C1=O (stereo not given) ?
IDH1 R132H inh: 3.4%; USP1 inh: -9.5%; RGS4 inh: 2.0%; LDHA block: -3.1; Vif-A3F inh: -27.6%; GRP78 ERSR act: -2.7%; Vif-A3G inh: -0.1%; rTrxR1 inhibitor: -12.7%; TrxR1 substrate: -13.5%

Results for O=C(COC(=O)C1CCCCC1)NCc1ccc(Cl)cc1 ?
IDH1 R132H inh: 11.7%; USP1 inh: -14.0%; RGS4 inh: 4.6%; LDHA block: -8.2; Vif-A3F inh: 3.2%; GRP78 ERSR act: -3.9%; Vif-A3G inh: 0.4%; rTrxR1 inhibitor: 9.1%; TrxR1 substrate: 3.8%

Results for NC(=O)c1nsc(C(=O)N(c2ccc(F)cc2)C(C(=O)NCC2CCCO2)c2ccc3ncccc3c2)c1N (stereo not given) ?
IDH1 R132H inh: 0.9%; USP1 inh: -16.4%; RGS4 inh: -6.0%; LDHA block: -0.2; Vif-A3F inh: -0.3%; GRP78 ERSR act: -0.3%; Vif-A3G inh: 0.5%; rTrxR1 inhibitor: 12.1%[57.1 µM]; TrxR1 substrate: 15.8%[57.1 µM]

How did COc1ccc(C)cc1NC(=O)C(=O)N1CCCC1 do in these assays?
IDH1 R132H inh: 2.8%; USP1 inh: -7.3%; RGS4 inh: 4.1%; LDHA block: -10.0; Vif-A3F inh: 0.6%; GRP78 ERSR act: 0.5%; Vif-A3G inh: -0.6%; rTrxR1 inhibitor: -133.3%; TrxR1 substrate: 10.5%[57.1 µM]

What do the screens show for `Cc1cccc(NC(=O)CN2CCC(C(=O)c3ccc4c(c3)OCCO4)CC2)c1`?
IDH1 R132H inh: -8.4%; USP1 inh: -17.0%; RGS4 inh: -9.4%; LDHA block: 0.4; Vif-A3F inh: -3.0%; GRP78 ERSR act: -2.8%; Vif-A3G inh: 10.3%; rTrxR1 inhibitor: 5.8%; TrxR1 substrate: -8.4%

Results for COc1cc(C(=O)NCCc2csc(-c3ccc(Cl)cc3)n2)cc(OC)c1OC ?
IDH1 R132H inh: -1.0%; USP1 inh: -18.6%; RGS4 inh: -4.3%; LDHA block: -0.9; Vif-A3F inh: -4.1%; GRP78 ERSR act: -3.4%; Vif-A3G inh: -5.1%; rTrxR1 inhibitor: 9.5%[57.1 µM]; TrxR1 substrate: 0.9%[57.1 µM]

What do the screens show for `CCOC(=O)c1c(NC(C)=O)sc2c1C1CCN2CC1`?
IDH1 R132H inh: -5.3%; USP1 inh: 0.2%; RGS4 inh: 7.5%[11.4 µM]; LDHA block: -4.3; Vif-A3F inh: 4.9%; GRP78 ERSR act: -5.6%; Vif-A3G inh: 5.8%; rTrxR1 inhibitor: -12.4%; TrxR1 substrate: -5.3%

Results for Cc1ccc(-n2ncc(C(=O)N3CCN(Cc4ccccc4)CC3)c2C2CCN(C(=O)OC(C)(C)C)CC2)c(C)c1 ?
IDH1 R132H inh: 0.0%; USP1 inh: -13.9%; RGS4 inh: 0.2%; LDHA block: 0.0; Vif-A3F inh: 2.1%; GRP78 ERSR act: -1.2%; Vif-A3G inh: -7.8%; rTrxR1 inhibitor: 9.4%; TrxR1 substrate: -2.7%
